Compound activity (PubChem)
Menin MLL FP TR: qHTS Assay for Inhibitors Targeting the Menin-MLL Interaction in MLL Related Leukemias: Competition With Texas Red Labeled MLL-derived Mutant Peptide; Potency, µM (highest dose often 61.6 µM), inactives show at the highest dose FP activity change, negative = inhibition, hits mostly inhibitors; 270,000 compounds, 0.23% hits; Menin + Texas Red MLL mutant peptide, fluorescence polarization; active = well fitted inhibition curve with a large enough effect in the polarisation, with a control signal flat, not every such curve was filed as active; inconclusive = small, poorly fitted or top-dose-only effect, or effect the other way, or a change in a side signal; inactive = no such curve, though single readings can be large or run the other way; the % refers to the polarisation; also: potency is read from the fitted curve at half-maximal effect; % of control where 0% means no effect; many of its hits are not listed in these tables
Target sequence (O00255 whole entry, looked up): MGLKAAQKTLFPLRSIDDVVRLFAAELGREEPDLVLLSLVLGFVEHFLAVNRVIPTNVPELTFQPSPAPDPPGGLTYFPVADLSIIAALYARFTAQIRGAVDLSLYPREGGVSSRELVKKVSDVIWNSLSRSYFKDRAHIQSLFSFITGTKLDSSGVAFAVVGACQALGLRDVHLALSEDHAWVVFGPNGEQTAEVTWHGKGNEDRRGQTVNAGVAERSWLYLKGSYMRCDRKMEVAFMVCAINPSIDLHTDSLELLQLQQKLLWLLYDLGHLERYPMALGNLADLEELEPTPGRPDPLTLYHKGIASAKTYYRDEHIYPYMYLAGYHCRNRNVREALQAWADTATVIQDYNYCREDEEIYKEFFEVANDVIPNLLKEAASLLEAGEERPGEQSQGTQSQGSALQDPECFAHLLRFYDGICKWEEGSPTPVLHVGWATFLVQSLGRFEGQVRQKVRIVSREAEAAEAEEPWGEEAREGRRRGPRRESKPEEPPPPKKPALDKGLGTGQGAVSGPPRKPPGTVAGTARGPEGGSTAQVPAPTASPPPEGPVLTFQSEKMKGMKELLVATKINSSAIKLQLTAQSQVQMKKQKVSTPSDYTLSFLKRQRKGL
Mito fusion yeast: qHTS Assay for Small Molecule Inhibitors of Mitochondrial Division or Activators of Mitochondrial Fusion; S. cerevisiae fusion-defective mutant growth rescue, CellTiterGlo 48 h; Potency, µM (top dose mostly 46.1 µM), inactives show top-dose growth rescue (activation), hits mostly activators; 320,000 compounds, 0.23% hits; AID 485298, 2010;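 also: potency is read from the fitted curve at half-maximal effect; % of control where 0% means no effect; nearly all actives have a fitted effect of over 45% in size; temperature-sensitive fusion mutants such as fzo1-1 at 37 °C on non-fermentable ethanol glycerol medium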
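Compounds are tested for their ability to restore growth of mitochondrial fusion-defective yeast strains at non-permissive 37C in YPEG medium over 48 hours. Viability is quantified by luciferase luminescence.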
TSG101-PTAP inh: qHTS Assay for Iinhibitors of HIV-1 Budding by Blocking the Interaction of PTAP/TSG101 | Tumor susceptibility gene 101 protein (Homo sapiens), Q99816 | Fluorescence polarization, FITC-PTAP peptide / Tsg101 binding | Potency, µM (top dose mostly 115 µM), for the others: at the top dose activity change, negative = inhibition, hits mostly inhibitors | 340,000 tested, under 10 active | AID 493005, 2010; active = well fitted inhibition curve with a large enough effect in the main read-out, with a control signal flat, not every such curve was filed as active; inconclusive = small, poorly fitted or top-dose-only effect, or effect the other way, or a change in a side signal; inactive = no such curve, though single readings can be large or run the other way; also: potency is read from the fitted curve at half-maximal effect; % of control where 0% means no effect
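Fluorescence anisotropy tracks displacement of a FITC-tagged PTAP peptide (50 nM) from the Tsg101 binding domain (10 uM), following a 20 min room-temperature incubation at pH 7.5.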
AT treatment: qHTS Assay for Identifying a Potential Treatment of Ataxia-Telangiectasia; […] A-T fibroblasts, KAP-1 phosphorylation AlphaLISA; neocarzinostatin DNA damage 30 min before lysis; Potency, µM (top dose mostly 57.5 µM), for the others: top-dose activation, usual class: activators; 320,000 compounds, 0.19% hits; also: potency is read from the fitted curve at half-maximal effect; % of control where 0% means no effect; nearly all actives have a fitted effect of over 45% in size
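hTERT-immortalized A-T patient fibroblasts ([…]), 500 cells/well in OPTI-MEM, 1% FBS, got compounds for 60 min, then NCS for 30 min at 37C. Lysates were then assayed for phospho-KAP-1 by AlphaLISA (anti-pKAP1 donor, anti-KAP1 acceptor beads), 6 hr at 25C.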
TCR act: Activators of T cell receptors: qHTS campaign | primary human leukocytes, anti-CD3, IL-2 HTRF, 48 h | Potency, µM (highest dose often 9.22 µM), for inactives: at the highest dose activation of IL-2 secretion, hits mostly activators | 330,000 tested, under 10 active; also: % of control where 0% means no effect
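Human primary leukocytes + a-CD3 beads + cpd, 48 hr; IL-2 in supernatant by HTRF (ex 320nm / em 665nm). No co-stimulatory signal supplied.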
CXXC DNA block: qHTS Fluorescence Polarization Assay for Inhibitors of MLL CXXC domain - DNA interaction; MLL-CXXC / FITC-HOXA9 DNA fluorescence polarization; Potency, µM (highest dose often 115 µM), for the others: at the highest dose activity change, negative = inhibition, most hits filed as inhibitors; 290,000 compounds, 0.037% hits; AID 2662, 2010; active = well fitted inhibition curve with a large enough effect in the polarisation, with a control signal flat, not every such curve was filed as active; inconclusive = small, poorly fitted or top-dose-only effect, or effect the other way, or a change in a side signal; inactive = no such curve, though single readings can be large or run the other way; the % refers to the polarisation; also: potency is read from the fitted curve at half-maximal effect
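Fluorescence polarization: 7 uM MLL-CXXC (stock) preincubated 5 min with compounds, then 50 nM fluorescein-HOX-A9 DNA (stock) added; 30 min ambient. Buffer 50 mM Tris-HCl pH 7.5, 50 mM NaCl, 1 mM DTT, 0.05% BSA.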
Integrin act MD: qHTS for Activators of Integrin-Mediated Alleviation for Muscular Dystrophy | alpha7betagal myoblasts, beta-gal FDG fluorescence, 48 h | 350,000 compounds, 0.064% hits | Potency, µM (highest dose often 38.3 µM), for the others: at the highest dose activation, usual class: activators;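 also: potency is read from the fitted curve at half-maximal effect; 100% = response of the positive control SU9516; nearly all actives have a fitted effect of over 60% in size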
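Alpha7betagal+/- myoblasts (passage 13) were plated 16-24 hr, then exposed to compounds (1:260 dilution of DMSO stock) for 48 hours at 37C. After MPER lysis, β-galactosidase reporter activity was read as FDG fluorescence (ex 480/em 540) after 30 minutes.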
MBNL1 CUG block: qHTS Assay for Inhibitors of MBNL1-poly(CUG) RNA binding; TR-FRET MBNL1-His/biotin-(CUG)12 binding, 665/545 ratio; Potency, µM (highest dose often 57.5 µM), inactives show at the top dose activity change, negative = inhibition, usual class: inhibitors; 280,000 compounds, 0.036% hits; active = well fitted inhibition curve with a large enough effect in the signal ratio, with a control signal flat, not every such curve was filed as active; inconclusive = small, poorly fitted or top-dose-only effect, or effect the other way, or a change in a side signal; inactive = no such curve, though single readings can be large or run the other way; the % refers to the signal ratio; also: potency is read from the fitted curve at half-maximal effect; % is scaled to controls: 0 for no effect and ±100 for the full control effect
Target sequence (Q9NR56 whole entry, looked up): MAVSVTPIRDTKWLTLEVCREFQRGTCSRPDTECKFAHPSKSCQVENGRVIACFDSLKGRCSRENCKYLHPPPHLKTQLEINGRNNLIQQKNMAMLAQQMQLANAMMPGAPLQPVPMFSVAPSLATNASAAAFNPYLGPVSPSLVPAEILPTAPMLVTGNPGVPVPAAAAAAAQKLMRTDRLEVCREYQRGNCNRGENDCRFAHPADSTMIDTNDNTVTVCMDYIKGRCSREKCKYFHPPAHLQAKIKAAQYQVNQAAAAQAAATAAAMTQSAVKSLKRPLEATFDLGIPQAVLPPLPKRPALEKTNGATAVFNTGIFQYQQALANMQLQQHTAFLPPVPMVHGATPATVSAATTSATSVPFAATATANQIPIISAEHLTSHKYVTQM
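Compound titration spanned 92 nM–58 uM against the MBNL1-His/biotin-(CUG)12 complex. After 60 min at room temperature with 5 nM streptavidin-XL665 and 0.055 ng/ul terbium anti-His, ratiometric 665/545 nm emission (Ex 340 nm) normalized to controls.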
S-ASM inh: Inhibitors of Secretory Acid Sphingomyelinase (S-ASM): qHTS; 340,000 compounds, 0.006% hits; Potency, µM (highest dose often 57.5 µM), for the others: at the highest dose activity change, negative = inhibition, hits mostly inhibitors; placental ASM, HMU-PC fluorogenic substrate, 60 min; Sphingomyelin phosphodiesterase (Homo sapiens), P17405; also: potency is read from the fitted curve at half-maximal effect
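Human placenta-derived ASM preincubated with compound 10 min at room temperature, then reacted with 9 uM (final) fluorogenic HMU-PC substrate for 60 min at 37 C. Stop solution raises pH to 10; fluorescence read at Ex 386/Em 447 nm.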
TSHR antag: Antagonists of the Thyroid Stimulating Hormone Receptor: HTS campaign | Thyrotropin receptor (Homo sapiens), P16473 | AID 504810, 2011 | 330,000 compounds, 0.2% hits | TSHR-expressing cells, TSH-stimulated cAMP HTRF, 2 h; active compounds read low | activity change, negative = inhibition, % at 11.5 µM;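 active = activity change below a set negative limit, meaning inhibition stronger than a set level, cut at about -70% in these data; inconclusive = activity change between two set negative limits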; also: % is scaled to controls: 0 for no effect and ±100 for the full control effect
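Competitive HTRF cAMP read-out (cryptate anti-cAMP antibody, cAMP-d2; 30 min, room temperature) in freshly harvested TSHR cells. Compounds added before TSH at EC80 (4nM final), followed by 2 hours' incubation at 37 deg C.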
An asterisk follows results filed as active; [ ] = dose if it differs, or a comment. Unless noted, calls follow the shape of the dose curve; as a rule, active = well fitted curve in the direction sought with a large enough effect; inconclusive = small, poorly fitted or top-dose-only effect, or another doubt; inactive = no such curve, though single readings can be large; an effect the other way counts as inactive or inconclusive. Only part of the results is shown; the hit share may differ from the screen's.

How did Cc1cccc(N(C)S(=O)(=O)c2c(C)noc2C)c1 do in these assays?
Menin MLL FP TR: -3%; Mito fusion yeast: 5%; TSG101-PTAP inh: -2%; AT treatment: -1%; TCR act: 2%; CXXC DNA block: 0%; Integrin act MD: 29%; MBNL1 CUG block: 3%; S-ASM inh: -1%; TSHR antag: -14

What do the screens show for `CS(=O)(=O)N1CCC(Oc2cccc(C(=O)NCCCC3CCCC3)c2)CC1`?
TSG101-PTAP inh: -1%; TCR act: -2%; Integrin act MD: inconclusive; S-ASM inh: -4%

Results for CC1Cc2cc(/C(O)=C3\C(=O)C(=O)N(Cc4cccnc4)C3c3ccccc3F)ccc2O1 (stereo not drawn) ?
Menin MLL FP TR: -1%; Mito fusion yeast: -4%; TSG101-PTAP inh: 0%; AT treatment: -7%; TCR act: -9%; CXXC DNA block: 10%; Integrin act MD: 21%; MBNL1 CUG block: 29%; S-ASM inh: -2%; TSHR antag: 13

Results for CCCC(C)C(=O)Nc1ccc2c(c1)OCCO2 (stereo not drawn) ?
Menin MLL FP TR: -27%; Mito fusion yeast: -2%; TSG101-PTAP inh: 0%; AT treatment: 6%; TCR act: 6%; CXXC DNA block: 4%; Integrin act MD: 19%; MBNL1 CUG block: -6%; S-ASM inh: 2%; TSHR antag: 10

What do the screens show for `CCOc1ncccc1C(=O)OCC(=O)N1CCC(C)CC1`?
TSG101-PTAP inh: -8%; AT treatment: -7%; TCR act: -1%; Integrin act MD: 0%; S-ASM inh: -1%

Results for CC(=O)Nc1cccc(NC(=O)CSc2ccc(-c3ccccn3)nn2)c1 ?
Menin MLL FP TR: -4%; Mito fusion yeast: -6%; TSG101-PTAP inh: -5%; AT treatment: -6%; CXXC DNA block: -9%; Integrin act MD: -24%; MBNL1 CUG block: -6%; S-ASM inh: 0%; TSHR antag: 3

What do the screens show for `OC(CNC1CCCC1)COc1ccc(Cl)cc1` (stereo not drawn)?
Menin MLL FP TR: -26%; Mito fusion yeast: -4%; TSG101-PTAP inh: 1%; AT treatment: 1%; TCR act: -4%; CXXC DNA block: -5%; Integrin act MD: -42%; MBNL1 CUG block: -9%; S-ASM inh: -3%; TSHR antag: 5

How did Cc1ccc(C2CC(c3cccc(C)c3)n3ncnc3N2)cc1 (stereo not drawn) do in these assays?
Menin MLL FP TR: -9%[11.7 µM]; Mito fusion yeast: -5%; TSG101-PTAP inh: 0%; AT treatment: 9%; TCR act: 5%; CXXC DNA block: -2%; Integrin act MD: -3%; MBNL1 CUG block: -1%; S-ASM inh: 10%; TSHR antag: -3

How did CC(=O)Nc1ccc(NC(=O)C(C)OC(=O)C(C)SCC(=O)Nc2ccc(F)cc2)cc1 (stereo not drawn) do in these assays?
Mito fusion yeast: -2%; TSG101-PTAP inh: -1%; AT treatment: 5%; TCR act: -5%; Integrin act MD: 3%; S-ASM inh: 0%; TSHR antag: 3

What do the screens show for `CC12CN(C(=O)c3cccc([N+](=O)[O-])c3)C3(C#N)CC1CCC23C` (stereo not drawn)?
Menin MLL FP TR: -3%; Mito fusion yeast: 5%; TSG101-PTAP inh: 0%; AT treatment: 3%; CXXC DNA block: -3%; Integrin act MD: -4%; MBNL1 CUG block: inconclusive; S-ASM inh: 0%; TSHR antag: 5

How did Cc1c(C(=O)N2CCc3ccccc32)cnn1C do in these assays?
Menin MLL FP TR: 0%; Mito fusion yeast: 6%; TSG101-PTAP inh: -3%; AT treatment: 1%; TCR act: 3%[46.1 µM]; CXXC DNA block: -4%; Integrin act MD: 13%; MBNL1 CUG block: 1%[11.5 µM]; S-ASM inh: 0%; TSHR antag: 6

How did CC1(C)CC2CC(C)(CN2C(=O)COC(=O)c2cccnc2Cl)C1 (stereo not drawn) do in these assays?
TSG101-PTAP inh: -3%; AT treatment: -3%; TCR act: 1%; Integrin act MD: 6%; S-ASM inh: 0%

How did N#Cc1c(/N=C/c2cccnc2)sc2c1CCCC2 do in these assays?
Mito fusion yeast: 4%; TSG101-PTAP inh: -5%; AT treatment: -15%; TCR act: 8%; CXXC DNA block: -28%; Integrin act MD: 8%; MBNL1 CUG block: 0%; S-ASM inh: 3%; TSHR antag: 3

Results for Cc1ccc(NNC(=O)Nc2ccc(Cl)cc2)nn1 ?
Mito fusion yeast: 2%; TSG101-PTAP inh: -3%; AT treatment: 7%; TCR act: 8%; CXXC DNA block: 9%; Integrin act MD: -4%; MBNL1 CUG block: -9%; S-ASM inh: 1%; TSHR antag: -7

What do the screens show for `CC(NC(=O)C(=O)NN=C1CCCCCC1)c1ccccc1` (stereo not drawn)?
Menin MLL FP TR: inconclusive; Mito fusion yeast: 1%; TSG101-PTAP inh: -3%; AT treatment: 9%; TCR act: 0%; CXXC DNA block: 0%; Integrin act MD: 21%; MBNL1 CUG block: -2%; S-ASM inh: 0%; TSHR antag: 7

What do the screens show for `CCOc1ccc(OCC)c(S(=O)(=O)NCc2ccccn2)c1`?
Menin MLL FP TR: -15%; Mito fusion yeast: -1%; TSG101-PTAP inh: 3%; AT treatment: -7%; CXXC DNA block: -9%; Integrin act MD: 19%; MBNL1 CUG block: -3%; S-ASM inh: 0%; TSHR antag: -2

Results for CCc1cc2c(SCc3ccc(C(=O)OC)o3)ncnc2s1 ?
Menin MLL FP TR: -1%; Mito fusion yeast: -7%; TSG101-PTAP inh: 1%; AT treatment: 16%; TCR act: -5%; CXXC DNA block: 24%; Integrin act MD: 3%; MBNL1 CUG block: -1%; S-ASM inh: -5%; TSHR antag: 4

How did Cn1c(N)c(C(=O)COC(=O)/C=C/c2ccccc2F)c(=O)n(C)c1=O do in these assays?
TSG101-PTAP inh: 0%; AT treatment: 34%; TCR act: 5%; Integrin act MD: -46%[inhibitor]; S-ASM inh: -5%; TSHR antag: 111

Results for COCc1cc(C)nc(OCC(=O)N/N=C/c2ccc(OC)c(O)c2)c1C#N ?
Menin MLL FP TR: 11%; Mito fusion yeast: -2%; TSG101-PTAP inh: -1%; AT treatment: 4%; TCR act: 3%[46.1 µM]; CXXC DNA block: 6%; Integrin act MD: 0%; MBNL1 CUG block: inconclusive; S-ASM inh: 3%; TSHR antag: 1

Results for CCc1ccc(CCC(=O)Nc2ccc(Br)cc2)o1 ?
Menin MLL FP TR: 49%[activator]; Mito fusion yeast: -4%; TSG101-PTAP inh: -14%; AT treatment: -7%; TCR act: 4%; CXXC DNA block: -1%; Integrin act MD: inconclusive; MBNL1 CUG block: 0%; S-ASM inh: -2%; TSHR antag: -14

Results for COc1ccc([N+](=O)[O-])cc1NS(=O)(=O)c1cc(C(=O)O)ccc1OC ?
Mito fusion yeast: -2%; TSG101-PTAP inh: -6%; AT treatment: -6%; TCR act: 0%; CXXC DNA block: -5%; Integrin act MD: 28%; MBNL1 CUG block: inconclusive; S-ASM inh: -2%; TSHR antag: -3

What do the screens show for `CCN1C(=O)C(Cc2nc3ccccc3c(=O)n2-c2ccccc2)c2ccccc21` (stereo not drawn)?
Menin MLL FP TR: -19%; Mito fusion yeast: 4%; TSG101-PTAP inh: -9%; AT treatment: -2%; TCR act: -2%; CXXC DNA block: 2%; Integrin act MD: 7%; MBNL1 CUG block: 4%; S-ASM inh: -16%; TSHR antag: 28

Results for COc1cc2cc(CN(CCO)S(=O)(=O)c3ccccc3)c(=O)[nH]c2cc1OC ?
Menin MLL FP TR: 8%; Mito fusion yeast: 0%; TSG101-PTAP inh: 3%; AT treatment: 3%; TCR act: 1%; CXXC DNA block: 2%; Integrin act MD: 14%; MBNL1 CUG block: 4%; S-ASM inh: -1%; TSHR antag: -11
